# Screening results: PubChem BioAssay, Sanford-Burnham Center for Chemical Genomics
# TIM10 inh: growth inhibitors of TIM10 yeast strain. S. cerevisiae TIM10 strain growth, BacTiter-Glo luminescence, 24 h. 1.4% of 330,000 active. inhibition, % at 10 µM;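 active = inhibition of 40% or more at the single tested concentration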;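 note: wild-type TIM10 isogenic control strain grown at permissive 25 °C; 0% = DMSO yeast wells and 100% = minimal medium wells without yeast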
# hIAP act: human IAP activation; P09923; purified human IAP, CDP-Star luminescence, 30 min; stronger effect = higher value; 1 = vehicle-only enzyme, 0 = enzyme-free background; activation factor at 10 µM; 0.16% of 330,000 active; AID 2524;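 active = activation factor of the enzyme at least 2-fold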; note: the source names both 10 and 20 µM as test concentration; values of inactives mirror those of a sister screen read the other way
# Target sequence (P09923 whole entry, looked up): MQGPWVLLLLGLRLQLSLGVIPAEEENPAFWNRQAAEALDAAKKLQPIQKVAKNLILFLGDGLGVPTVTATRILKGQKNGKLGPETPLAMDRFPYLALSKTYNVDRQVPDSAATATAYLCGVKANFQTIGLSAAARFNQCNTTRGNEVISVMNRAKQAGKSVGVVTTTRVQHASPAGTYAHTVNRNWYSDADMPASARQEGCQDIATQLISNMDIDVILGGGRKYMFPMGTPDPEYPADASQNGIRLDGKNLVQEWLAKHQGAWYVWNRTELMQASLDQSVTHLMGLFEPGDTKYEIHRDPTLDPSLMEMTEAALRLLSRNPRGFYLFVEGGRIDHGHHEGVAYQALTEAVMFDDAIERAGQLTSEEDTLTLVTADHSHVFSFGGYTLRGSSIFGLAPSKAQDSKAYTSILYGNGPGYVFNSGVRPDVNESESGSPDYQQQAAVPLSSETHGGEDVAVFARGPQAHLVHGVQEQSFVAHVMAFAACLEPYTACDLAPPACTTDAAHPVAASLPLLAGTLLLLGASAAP
# mIAP inh: blocks mouse intestinal alkaline phosphatase. purified mouse IAP, CDP-Star luminescence, 30 min. 0.2% of 330,000 active. inhibition, % at 10 µM. AID 2806;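 active = inhibition of at least 40% at 10 µM in the primary screen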;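 note: plate controls were DMSO with enzyme for no effect and no enzyme wells for full effect; values of inactives mirror those of a sister screen read the other way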
# NLRP3 yeast inh: inhibitors of NALP3 inflammasome in yeast; inhibition, % at 10 µM; 0.39% of 330,000 active; Yeast reconstituted NLRP3/ASC/caspase-1, beta-gal luminescence, 24 h;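 active = inhibition of 50% or more; inactive = inhibition below 50%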;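 note: plate controls were induced DMSO wells for no effect and uninduced yeast grown without galactose for full effect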
# hIAP block: human IAP inhibition | inhibition, % at 10 µM | purified IAP, CDP-Star luminescence, 30 min | 0.12% of 330,000 active | AID 2544 | P09923;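 active = inhibition reaching a set limit with compound at 10 µM in the primary screen, cut at about 35% in these data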;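 note: plate controls were DMSO wells with enzyme for no effect and no-enzyme buffer wells for full effect; values of inactives mirror those of a sister screen read the other way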
# Apaf-1 inh: blocks human Apaf-1 apoptosome activity. 0.71% of 330,000 active. O14727. reconstituted apoptosome caspase-3 activity, DEVD-Rh110 fluorescence. inhibition, % at 20 µM. AID 489030; active = inhibition of at least 40% at 20 µM;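 note: plate controls were DMSO wells for no effect and DEVD-CHO caspase inhibitor wells for full effect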
#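 System: Apoptosome proteins | Medium: Hepes pH 7.5 with detergent and BSA | Also added: Cytochrome c trigger plus (Z-DEVD)2-Rh110 caspase-3 substrate | Incubation: 30 min compound preincubation, 50 min activation, room temperature | Detection: Rhodamine 110 fluorescence at Ex 480/Em 540 nm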
# ATG4B inh: blocks human ATG4B protease cleavage of LC3 substrate. ATG4B cleavage of LC3-PLA2, NBD-HPC fluorescence, 1 h. Q9Y4P1. inhibition, % at 8.33 µM. 0.51% of 340,000 active; in the data active = inhibition above about 40%
# Target sequence (Q9Y4P1 whole entry, looked up): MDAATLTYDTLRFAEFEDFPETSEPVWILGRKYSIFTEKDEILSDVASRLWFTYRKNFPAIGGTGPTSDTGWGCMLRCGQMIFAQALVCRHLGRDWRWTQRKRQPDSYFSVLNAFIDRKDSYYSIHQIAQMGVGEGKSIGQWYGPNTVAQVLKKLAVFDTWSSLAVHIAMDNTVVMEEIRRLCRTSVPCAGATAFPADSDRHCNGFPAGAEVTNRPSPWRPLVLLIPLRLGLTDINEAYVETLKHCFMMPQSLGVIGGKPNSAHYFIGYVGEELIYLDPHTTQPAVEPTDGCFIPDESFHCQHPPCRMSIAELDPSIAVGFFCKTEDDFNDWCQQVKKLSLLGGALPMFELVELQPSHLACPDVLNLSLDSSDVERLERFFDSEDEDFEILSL
# mIAP act: increases mouse intestinal alkaline phosphatase activity. muIAP, CDP-Star luminescence, 30 min; stronger effect = higher value; 1 = vehicle-only enzyme signal, 0 = enzyme-free wells. activation factor at 10 µM. 0.24% of 330,000 active;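 active = activation factor of at least 2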; note: the source names both 10 and 20 µM as test concentration; values of inactives mirror those of a sister screen read the other way
#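 System: mouse IAP enzyme. Reagent: CDP-Star chemiluminescent phosphatase substrate. Benchmarks: DMSO wells, no-enzyme wells. Times: 30 min enzyme-substrate-compound incubation at room temperature. Detection: luminescence from enzymatic CDP-Star hydrolysis. Doses: test compounds delivered from DMSO solution.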
# tim10-1 inh: growth inhibitors of tim10-1 mutant yeast. S. cerevisiae tim10-1 ts strain growth, BacTiter-Glo, 24 h. inhibition, % at 20 µM. 2.2% of 330,000 active. AID 463190;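 active = inhibition of at least 40%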;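 note: mutant grown at 25 °C; 0% = DMSO wells with yeast and 100% = wells holding no yeast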
# Active calls of the source: *; i = inactive; x = not tested or not shown. Outcome played no part in choosing rows; 4.5% or so of the library scored in one or more.
entry	structure	TIM10 inh	hIAP act	tim10-1 inh	ATG4B inh	hIAP block	NLRP3 yeast inh	mIAP act	Apaf-1 inh	mIAP inh
1	COCCNc1nc2nonc2nc1N1CCCC1c1nccs1 (centres undefined)	-11	1.1	5	11	-8	9	0.96	1	4
2	c1ccc(CSc2nnc(-c3ccco3)c(-c3ccco3)n2)cc1	2	0.93	29	30	7	-9	0.51	50*	49*
3	N#Cc1ccc(NC(=O)COC(=O)C2=COCCO2)cc1	-3	1	1	2	-3	10	1.1	0	-7
4	COc1cc(C(C)=O)ccc1OCC(O)CN(CCO)Cc1ccccc1 (centres undefined)	-1	1.1	9	-7	-7	7	0.96	-3	4
5	COc1ccc2nc(NC(=O)CN(c3ccc(C)cc3)S(=O)(=O)c3c(C)nn(C)c3C)sc2c1	41*	1.6	45*	1	-57	-2	1.1	15	-10
6	CN1CCCN(C(=O)c2cc(-c3ccc(Cl)c(Cl)c3Cl)nc3ccccc23)CC1	5	0.99	31	-3	1	22	0.79	31	21
7	Cc1ccc(C(C)C)c(OCC(=O)Nc2ccc(N3CCN(S(C)(=O)=O)CC3)cc2)c1	11	0.91	14	-24	9	13	1	-1	-4
8	Cc1ccc2c(c1)N(C(=O)CSc1nncn1C)C(C)(C)c1ssc(=S)c1-2	15	0.9	0	-15	10	23	0.76	11	24
9	O=C(Cc1c(F)cccc1Cl)Nc1nc2ccccc2s1	48*	1.2	43*	8	-17	29	1	2	-5
10	COc1ccc(OC)c(NC(=O)NNC(=O)c2cc3occc3[nH]2)c1	-1	1.2	2	-8	-21	14	0.98	-1	2
11	COc1ccc(/C=C/C(=O)OCC(=O)N2CC(=O)Nc3ccccc32)cc1S(=O)(=O)N1CCOCC1	7	1.1	-11	-13	-11	-1	1.1	12	-5
12	COc1cc(/C=C2/C(=O)NN(c3ccccc3)C2=O)cc(Br)c1O	-56	0.75	-72	5	25	21	0.95	11	5
13	O=C(OCC(=O)N1CCCCCC1)c1cccc(Cl)c1	6	0.97	4	-5	3	16	1	4	0
14	O=C(NCc1cc2ccccc2[nH]1)C1CCC(=O)N(CCCN2CCCC2=O)C1 (centres undefined)	9	0.92	-4	22	8	5	1.1	15	-8
15	CC(C)Oc1ccc(C(=O)N2CCCc3ccccc32)cc1	-5	0.83	15	-3	17	14	1	10	-4
16	Cc1nc(CC(=O)NNS(=O)(=O)c2ccc3ccccc3c2)cs1	-7	1.1	5	-6	-11	8	1.2	18	-19
17	CCN1CCN(CCOc2cccc(Oc3ccccc3)c2)CC1	3	0.98	-14	-3	2	23	1	-4	0
18	CC(=O)NCCC(=O)Nc1cc(S(=O)(=O)N2CCCCC2)ccc1N1CCN(C)CC1	-1	1.1	-5	-2	-9	-6	1.1	13	-9
19	N#Cc1ccc(-c2ccc(OCC3CNC(=O)O3)cc2)cc1 (centres undefined)	1	0.91	20	-13	9	24	0.95	2	5
20	CCOC(=O)C(=CN(CCc1ccccc1)CC(=O)OC)C(=O)OCC	3	0.89	16	-1	12	9	0.92	-3	8
21	Cc1ccc(Cl)cc1NC(=O)COC(=O)CC(C)(C)C	8	1	11	-7	-2	-6	1.1	-2	-7
22	O=C(NCc1nc2ccccc2[nH]1)c1cccc(S(=O)(=O)N2CCOCC2)c1	1	0.87	6	2	13	-12	0.94	-15	6
23	CCn1c(SC)nc2cc(S(=O)(=O)N3CCCCC3)ccc21	4	1.1	6	-8	-14	23	1.1	9	-13
24	COc1ccc([N+](=O)[O-])cc1N(CC(=O)NCCCOC(C)C)S(C)(=O)=O	-3	1.1	-10	-4	-7	-15	1.1	3	-6
25	Cc1oc2c(O)c(O)ccc2c(=O)c1-c1ccccc1	5	1.4	13	-1	-44	23	1	12	-2

# Whole records, looked up by structure. Order of values: TIM10 inh | hIAP act | tim10-1 inh | ATG4B inh | hIAP block | NLRP3 yeast inh | mIAP act | Apaf-1 inh | mIAP inh
# Results for COCCNc1nc2nonc2nc1N1CCCC1c1nccs1 (centres undefined) → -11 | 1.1 | 5 | 11 | -8 | 9 | 0.96 | 1 | 4
# Results for CCN1CCN(CCOc2cccc(Oc3ccccc3)c2)CC1 → 3 | 0.98 | -14 | -3 | 2 | 23 | 1 | -4 | 0

# (continued)
entry	structure	TIM10 inh	hIAP act	tim10-1 inh	ATG4B inh	hIAP block	NLRP3 yeast inh	mIAP act	Apaf-1 inh	mIAP inh
26	CCOC(=O)N1CCN(C(=O)c2c(Cl)cnn2C)CC1	9	1.1	10	-3	-10	-6	0.94	-5	6
27	COc1ccc(N2CCc3c(C)nc4c(OC)cc(OC)cc4c32)cc1	8	0.97	-1	9	3	7	1.1	8	-9
28	CCCCn1c(-c2ccc(OC)cc2)nc2c(=O)n(C)c(=O)[nH]c21	5	0.86	-15	0	14	1	0.96	-4	4
29	CC(=O)Oc1ccc(/C=C2/Oc3ccccc3C2=O)cc1	26	1	44*	-7	0	5	0.76	3	24
30	O=C1c2ccccc2C(=O)N1CC1c2ccccc2CCN1S(=O)(=O)c1ccccc1 (centres undefined)	40*	0.97	36	3	3	-14	0.95	12	5
31	O=C(COc1ccc(S(=O)(=O)Nc2ccc(Cl)cc2)cc1)N1CCOCC1	-5	1.1	-29	3	-6	4	0.94	-9	6
32	CC(C)c1ccc2[nH]c(O)c(N=NC(=O)c3cccc(S(=O)(=O)Nc4ccccc4Cl)c3)c2c1	-32	0.99	-3	3	1	13	0.86	16	14
33	CCn1c(SCC(=O)NCc2ccco2)nnc1-c1cccs1	3	0.94	8	-3	6	5	1	-12	0
34	O=C(NC12CC3CC(CC(C3)C1)C2)N1CCN(c2nc(-c3ccccc3)cs2)CC1	13	1.2	29	-4	-15	7	1.2	13	-20
35	CCOc1ccc2[nH]c3c(NCCN(CC)CC)ncnc3c2c1	-15	1.2	-12	2	-17	-9	1.3	4	-32
36	O=C(N/N=C/c1ccc([N+](=O)[O-])s1)C(O)c1ccccc1 (centres undefined)	25	1	34	-4	-1	6	0.74	0	26
37	O=C(COC(=O)c1nn(-c2ccccc2C(F)(F)F)cc1O)c1ccc(OC(F)F)cc1	-5	0.94	-1	-5	6	15	0.96	-1	4
38	CC12CCCCC1(O)[N+](=O)C1=C(CCCC1)N2[O-] (centres undefined)	-5	1	17	-6	-1	10	0.94	8	6
39	CCOC(=O)C1=C(C)NC(=O)C1(NC(=O)c1cccnc1)C(F)(F)F (centres undefined)	-17	1.2	-11	-5	-19	18	1.1	-5	-10
40	COC(=O)COc1ccc(S(=O)(=O)N2CCOCC2)cc1	7	1	14	0	-1	-2	1.1	-12	-12
41	Cc1ccc(OCC(=O)OCC(=O)c2cccc([N+](=O)[O-])c2)cc1C	1	0.96	2	-6	4	2	1.1	11	-11
42	CCc1nnc(NC(=O)CCC(=O)N2CCN(Cc3ccc(Cl)cc3)CC2)s1	-1	0.93	-4	4	7	8	0.95	7	5
43	O=C(N1CCNCC1)N1CCOCC1	-2	0.95	6	x	5	-1	1	-3	-2
44	CCN(Cc1cc2ccccc2[nH]c1=O)S(=O)(=O)c1ccccc1	17	0.77	16	-3	23	-7	1.1	5	-7
45	COC(CN(C)C(=O)C1CCC(CNS(=O)(=O)c2ccc(C)cc2)CC1)OC (centres undefined)	6	1	9	-1	-2	13	1	1	-2
46	CC(=O)Oc1ccc2c(c1)Oc1cc(OC(C)=O)ccc1C21OC(=O)c2ccccc21	31	0.69	30	i	31	-41	0.85	-259	15
47	CSc1cccc(NS(=O)(=O)c2ccc3c(c2)CCN3C(C)=O)c1	7	1.1	17	-7	-9	12	0.99	9	1
48	O=C(NN1C(=O)C2C3C=CC(C4CC34)C2C1=O)c1cccc(Cl)c1 (centres undefined)	16	0.84	23	5	16	15	0.93	-15	7
49	CCC(C)NC(=O)CSc1nc2ccc(N3CCOCC3)cc2c(=O)n1CCc1ccccc1 (centres undefined)	5	0.9	23	x	10	14	0.88	8	12
50	CC1(C)CC(N2CCCC2)=CC(=[N+]2CCCCCC2)C1	-14	1	5	-7	0	1	1.1	2	-8
51	CNC(=S)Nc1ccc2nc(C)oc2c1	0	1.1	7	-11	-5	-1	0.96	-7	4
52	CCOC(=O)c1cnn(-c2nc(-c3ccccc3)nc3c2COC(C)(C)C3)c1N	0	1.1	-1	-1	-10	16	0.94	-3	6
53	COc1ccc(CNC(=O)COC(=O)c2ccc(C)c(S(=O)(=O)N3CCOCC3)c2)cc1	4	1.1	-4	-12	-11	-2	1	-5	-3
54	COCCCN1C(=O)c2ccc(C(=O)Nc3ccc(OC)cc3OC)cc2C1=O	-26	1.1	-8	-8	-10	18	1.1	0	-12
55	COc1cc(CC(=O)Nc2nc(C)cs2)cc(OC)c1OC	5	0.98	-5	-10	2	-15	0.98	-23	2
56	O=C(CCc1c[nH]c2ccccc12)NCc1ccncc1	-4	1.1	4	-4	-9	4	1	9	-2
57	O=C(CCCn1c(SCC(=O)c2ccc(F)cc2)nc2ccccc2c1=O)NCc1ccccc1	7	0.96	18	5	4	17	0.8	5	20
58	O=C(Nc1ccncc1)C1CC(=O)N(c2ccc(F)cc2)C1 (centres undefined)	3	0.97	-5	4	3	14	0.96	1	4
59	CN1CC(=O)N(CC(=O)Nc2ccc3c(c2)CCC3)C1=O	10	0.98	0	-7	2	4	0.79	-10	21
60	C=CCNc1nc(C(=O)OCC(=O)c2ccc(Cl)cc2)cs1	1	1.1	13	-5	-9	14	0.86	21	14
61	Cc1ccc(N2C(=O)NC(NC(=O)c3ccc(Cl)cc3)(C(F)(F)F)C2=O)cc1 (centres undefined)	0	1.1	9	-5	-9	7	1.1	3	-10
62	O=C(N1CCCCC1)N1CCN(c2ccc(Cl)cc2)CC1	18	0.98	15	-4	2	34	1.1	14	-10
63	CCCCSC(=S)NC1CCS(=O)(=O)C1 (centres undefined)	16	1.1	24	-2	-6	0	0.93	-6	7
64	CCSC1=N/C(=C\c2ccccc2)C(=O)N1c1ccc(OC)cc1	-17	0.86	-1	-3	14	30	0.89	-11	11
65	COc1cc(C(=O)c2nccc3cc(OC)c(OC)cc23)c([N+](=O)[O-])cc1OC	-1	0.94	33	-22	6	4	1.1	36	-7
66	CCOc1ccc(-n2c(N)c(-c3nc4ccccc4n3C)c3nc4ccccc4nc32)cc1	16	1.5	15	-1	-54	-5	1.5	7	-48
67	CCOc1cc(N2CCOCC2)c(OCC)cc1NC(=O)COC(=O)CCOc1cc(C)ccc1C	24	0.89	35	4	11	0	0.99	16	1
68	Cc1[nH]ccc(=O)c1OC1OC(CO)C(O)C(O)C1O (centres undefined)	-7	0.99	1	-9	0	20	1.1	-4	-7
69	Cc1nc(NC(=O)c2ccccc2)sc1-c1csc(NCc2ccco2)n1	28	0.74	35	41*	26	8	0.56	8	44*
70	O=C(Nc1ccccc1)[C@@H]1[C@@H]2C(=O)N(c3ccc(F)cc3)C(=O)[C@@H]2[C@H]2C=CC=NN21	7	0.95	5	-2	5	-2	1.1	9	-10
71	COc1ccccc1OCc1ccc(C(=O)OCC2CCCO2)o1 (centres undefined)	-13	1.1	1	-2	-8	11	1	0	-3
72	COc1ccc(OC)c(-n2c(=S)[nH]c3c(sc(=S)n3-c3ccccc3C)c2=O)c1	-2	1.1	8	-12	-12	3	0.93	-6	7
73	CCn1cc(C(=O)N2CCN(c3ccccc3F)CC2)c(=O)c2ccc(C)nc21	-6	0.81	1	-9	20	25	1.2	2	-16
